JMJD2E inh: JMJD2E (human) inhibition; Potency, µM (series often up to 57.1 µM), inactives show top-dose activity change, negative = inhibition, most hits filed as inhibitors; actives 1.6% (n = 230,000); AID 2147; JMJD2E catalytic domain, FDH-coupled NADH fluorescence (FDH is formaldehyde dehydrogenase); active means well fitted inhibition curve with a large enough effect, not every such curve was filed as active; inconclusive means small, poorly fitted or top-dose-only effect, or another doubt; inactive means no such curve, though single readings can be large or run the other way;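 further: 0% = wells with enzyme and -100% = buffer wells without enzyme; nearly all actives have a fitted effect of over 50% in size; many of its hits are not listed in these tables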
Target sequence (B2RXH2 1-337 limits assumed): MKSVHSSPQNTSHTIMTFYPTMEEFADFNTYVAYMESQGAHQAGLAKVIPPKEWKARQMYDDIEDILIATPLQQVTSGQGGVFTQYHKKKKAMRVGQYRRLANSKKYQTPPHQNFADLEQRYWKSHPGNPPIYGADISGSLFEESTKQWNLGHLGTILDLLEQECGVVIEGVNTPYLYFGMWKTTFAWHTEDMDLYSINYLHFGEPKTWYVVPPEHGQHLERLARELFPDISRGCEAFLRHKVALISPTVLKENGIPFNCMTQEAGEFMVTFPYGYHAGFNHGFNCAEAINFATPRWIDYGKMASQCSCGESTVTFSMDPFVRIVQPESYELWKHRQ
GAA spleen mod: lysosomal alpha-glucosidase (human) modulation | Potency, µM (titrated, usually from 79.9 µM), for inactives: top-dose activity change, negative = inhibition, hits mostly inhibitors | human spleen homogenate, 4-MU-alpha-glucoside fluorescence | actives 0.006% (n = 240,000) | P10253;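 further: 0% = enzyme with vehicle and -100% = no enzyme basal signal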
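Enzyme source: human spleen homogenate, 1 ug/well. Buffer 50 mM citric acid/K phosphate pH 5.0, 0.01% Tween-20. 4-MU-alpha-glucoside 1 mM; 37 C x 40 min; NaOH/glycine stop; fluorescence.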
ALDH1A1 block: blocks purified human ALDH1A1 activity; P00352; Potency, µM (series often up to 75.3 µM), without a hit: top-dose activity, negative = inhibition, usual class: inhibitors; Purified ALDH1A1, NADH fluorescence, propionaldehyde substrate; AID 1030; actives 7.3% (n = 220,000); active means well fitted inhibition curve with a large enough effect, not every such curve was filed as active; inconclusive means small, poorly fitted or top-dose-only effect, or another doubt; inactive means no such curve, though single readings can be large or run the other way;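 further: plate controls were no enzyme wells and a reference inhibitor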
GLA spleen mod: inhibits or activates alpha-galactosidase in human spleen homogenate. human spleen homogenate, 4MU-alpha-Gal fluorescence, 40 min. actives 0.008% (n = 240,000). Potency, µM (series often up to 80 µM), for inactives: at the highest dose activity change, negative = inhibition, hits mostly inhibitors;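 further: 0% = enzyme with vehicle and -100% = no enzyme basal signal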
Target sequence (P06280 32-429 limits assumed): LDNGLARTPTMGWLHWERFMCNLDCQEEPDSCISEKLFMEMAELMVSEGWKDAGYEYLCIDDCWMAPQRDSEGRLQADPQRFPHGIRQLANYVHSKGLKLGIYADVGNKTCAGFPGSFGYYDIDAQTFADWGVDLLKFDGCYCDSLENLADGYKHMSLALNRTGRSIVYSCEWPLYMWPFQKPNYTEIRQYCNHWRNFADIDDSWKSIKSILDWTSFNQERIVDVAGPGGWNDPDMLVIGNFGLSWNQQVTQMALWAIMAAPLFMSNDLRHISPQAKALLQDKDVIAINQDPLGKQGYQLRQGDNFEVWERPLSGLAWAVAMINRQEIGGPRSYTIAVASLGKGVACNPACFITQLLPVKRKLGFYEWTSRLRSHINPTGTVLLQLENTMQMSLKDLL
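Fluorogenic readout (Ex 365/Em 440 nm) of 4-methylumbelliferone released from 1 mM 4-MU-alpha-galactoside by spleen homogenate, 40 min at 37C, pH 5.0. Data normalized to no-enzyme and enzyme controls; Hill-equation AC50 from compound titrations.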
GAA glycogen mod: alters human alpha-glucosidase cleavage of glycogen; actives 0.38% (n = 300,000); P10253; Potency, µM (series often up to 76.4 µM), for inactives: top-dose activity change, negative = inhibition, most hits filed as inhibitors; recombinant GAA, glycogen substrate, Amplex Red glucose oxidase fluorescence; AID 2100;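 further: 0% = full enzyme reaction and -100% = no-enzyme basal signal; the screen sought inhibitors and activators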
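Recombinant enzyme (4 nM final) with compounds titrated up to 77 uM and bovine liver glycogen (30 ug) in citrate pH 5.0, 0.01% Tween-20, 37 C 40 min. Released glucose detected by Amplex Red/glucose oxidase (Ex 573/Em 610); AC50 from Hill fits.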
SMN2 splice up: SMN2 splice variant enhancement. HEK293 SMN2-luciferase splicing reporter, luminescence, 30-36 h. Potency, µM (highest dose often 46.1 µM), inactives show top-dose activity change, positive = activation, most hits filed as activators. actives 2.8% (n = 210,000); further: % of control where 0% means no effect; nearly all actives have a fitted effect of over 55% in size
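qHTS luciferase splicing reporter: luminescence rises when SMN2 exon 7 is included in transfected HEK293 cells. Compound exposure lasted 30-36 h at 37C, with 4.5 mM final sodium butyrate as control, followed by a ONE-Glo read.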
RGS12 GoLoco inh: blocks human Gai1 binding to RGS12 GoLoco peptide, red readout. P63096. Gai1:RGS12 GoLoco peptide FP, rhodamine, 10 min. AID 880. actives 0.44% (n = 230,000). Potency, µM (doses to about 61.6 µM), for the others: at the top dose activity, negative = inhibition, usual class: inhibitors; active means well fitted inhibition curve with a large enough effect, not every such curve was filed as active; inactive means no such curve, though single readings can be large or run the other way; further: on the % scale 0 is the no-effect control and ±100 the full control effect; nearly all actives have a fitted effect of over 30% in size; many of its hits are not listed in these tables
Target sequence (P63096 whole entry, looked up): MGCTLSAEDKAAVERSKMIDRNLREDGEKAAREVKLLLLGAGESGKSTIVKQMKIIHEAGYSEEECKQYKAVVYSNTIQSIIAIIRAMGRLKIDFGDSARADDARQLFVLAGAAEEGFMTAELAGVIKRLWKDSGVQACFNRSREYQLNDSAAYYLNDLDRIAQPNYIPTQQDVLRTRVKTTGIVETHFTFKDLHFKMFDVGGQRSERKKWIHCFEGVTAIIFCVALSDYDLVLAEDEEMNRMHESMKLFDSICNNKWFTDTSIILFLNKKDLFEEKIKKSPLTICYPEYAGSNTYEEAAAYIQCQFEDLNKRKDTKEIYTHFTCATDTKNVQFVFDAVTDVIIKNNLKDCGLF
GAA inh: inhibitors of human lysosomal alpha-glucosidase; purified human GAA, 4-MU-alpha-glucoside fluorescence; Potency, µM (series often up to 76.9 µM), for inactives: at the top dose activity change, negative = inhibition, actives largely listed as inhibitors; actives 0.005% (n = 200,000); AID 1466;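 further: plate controls were uninhibited enzyme wells for no effect and no-enzyme background for full effect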
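Endpoint fluorogenic read: 20 min room-temperature reaction of 4 nM human alpha-glucosidase with 400 uM 4-methylumbelliferyl-alpha-D-pyranoside, pH 5.0, quenched with 1M NaOH/1M glycine pH 10. AC50 from Hill modeling.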
* = called active by the depositor; [ ] = remark or other dose. Unless noted, the call rests on the fitted dose curve; in most records, active means well fitted curve in the direction sought with a large enough effect; inconclusive means small, poorly fitted or top-dose-only effect, or another doubt; inactive means no such curve, though single readings can be large; an effect the other way counts as inactive or inconclusive. Potency means the concentration at half of the fitted maximal effect.

Screening CCOc1ccc(N2C(=O)c3ccccc3C2=O)cc1 returned JMJD2E inh 0.4%, GAA spleen mod -2.0%, ALDH1A1 block 15.1%, GLA spleen mod -9.1%, GAA glycogen mod -5.2%, SMN2 splice up 8.8%, RGS12 GoLoco inh 7.2% and GAA inh -11.0%.
Screening Cc1ccc(NC(=O)COc2ccc(Br)cn2)cc1 returned JMJD2E inh 0.9%, GAA spleen mod 1.7%, ALDH1A1 block -7.7%, GLA spleen mod -1.8%, GAA glycogen mod -1.0%, RGS12 GoLoco inh 3.5% and GAA inh -3.9%.
CC(=O)c1sc(NS(=O)(=O)c2ccc(C)cc2)nc1C was read as JMJD2E inh 3.3%, GAA spleen mod -8.4%, ALDH1A1 block inconclusive, GLA spleen mod -0.3%, GAA glycogen mod -1.5%, SMN2 splice up -9.9%, RGS12 GoLoco inh 9.2% and GAA inh 5.7%.
For Cc1ccn2cc(CCNS(=O)(=O)c3ccc(F)c(C(F)(F)F)c3)nc2c1 the results were JMJD2E inh 4.4%, GAA spleen mod 3.5%, ALDH1A1 block 3.1%, GLA spleen mod 3.7%, GAA glycogen mod -3.1%, SMN2 splice up 5.3%, RGS12 GoLoco inh 5.7% and GAA inh -5.3%.
For O=C(NC(=S)NCCCN1CCOCC1)c1ccco1 the results were JMJD2E inh -1.4%, GAA spleen mod -12.5%, ALDH1A1 block inconclusive, GLA spleen mod 4.7%, GAA glycogen mod 4.8%, SMN2 splice up 22.2%, RGS12 GoLoco inh -2.5% and GAA inh -4.9%.
Screening Cn1c(SCC(=O)OCC(=O)c2ccccc2)nnc1-c1cccs1 returned JMJD2E inh 39.1%[activator], GAA spleen mod -4.8%, ALDH1A1 block inconclusive, GLA spleen mod -2.6%, GAA glycogen mod -2.6%, RGS12 GoLoco inh -2.2% and GAA inh -3.7%.
CCOC(=O)C(O)(CCC(O)(C(=O)OCC)C(=O)OCC)C(=O)OCC was read as JMJD2E inh 4.8%, GAA spleen mod 9.2%, ALDH1A1 block -0.8%, GLA spleen mod 6.2%, GAA glycogen mod -7.3%, SMN2 splice up -10.4%, RGS12 GoLoco inh 12.5% and GAA inh 0.6%[15.4 µM].
c1ccc(OCCn2c(-c3ccco3)nc3ccccc32)cc1 was read as JMJD2E inh inconclusive, GAA spleen mod -8.9%, ALDH1A1 block inconclusive, GLA spleen mod -3.1%, GAA glycogen mod -1.1%, SMN2 splice up 13.0%, RGS12 GoLoco inh 27.7% and GAA inh -11.1%.
CCN(Cc1ccccc1)S(=O)(=O)c1nc2nc(C)c(C)c(C)n2n1 was read as JMJD2E inh 2.1%, GAA spleen mod -3.4%, ALDH1A1 block -5.9%, GLA spleen mod -15.6%, GAA glycogen mod 4.7%, SMN2 splice up inconclusive, RGS12 GoLoco inh 1.9% and GAA inh 3.7%.
Screening O=C(Cn1cc(C(=O)c2cccs2)c2ccccc21)NCc1ccc2c(c1)OCO2 returned JMJD2E inh inconclusive, GAA spleen mod 3.2%, ALDH1A1 block 14.1µM*, GLA spleen mod 1.6%, GAA glycogen mod 15.4%, SMN2 splice up -6.2%, RGS12 GoLoco inh 1.3% and GAA inh -5.2%.
Screening O=C(Nc1ccccc1)Nc1nnc(SCc2ccc(Cl)cc2)s1 returned JMJD2E inh -0.3%, GAA spleen mod -11.3%, ALDH1A1 block 10.9%, GLA spleen mod -1.8%, GAA glycogen mod 9.7%, SMN2 splice up -12.2%, RGS12 GoLoco inh 5.3% and GAA inh 1.2%.
CCOC1=NS(=O)(=O)c2ccccc21 was read as JMJD2E inh 2.6%, GAA spleen mod -3.6%, ALDH1A1 block 10.9%, GLA spleen mod 4.8%, GAA glycogen mod -1.3%, SMN2 splice up 2.9%, RGS12 GoLoco inh -5.5% and GAA inh 0.4%.
COc1ccc(NC(=O)c2c(-c3ccccc3Cl)noc2C)c(OC)c1 was read as JMJD2E inh 6.6%, GAA spleen mod -3.6%, ALDH1A1 block -3.7%, GLA spleen mod -1.0%, GAA glycogen mod -3.3%, SMN2 splice up -11.8%, RGS12 GoLoco inh 4.0% and GAA inh -5.7%.
`CCOc1ccc(N2C(=O)Nc3ccccc3C2(O)C(=O)NCc2ccc3c(c2)OCO3)cc1` (stereo not given) gave JMJD2E inh 2.2%, GAA spleen mod -21.6%, ALDH1A1 block inconclusive, GLA spleen mod 7.8%, GAA glycogen mod 15.2%, SMN2 splice up 15.1%, RGS12 GoLoco inh 4.4% and GAA inh 4.6%.
`CCOC(=O)N1CCN(C(=O)c2cc3c(=O)n(C)c4ccccc4c3n2C)CC1` gave JMJD2E inh 3.2%, GAA spleen mod 8.2%, ALDH1A1 block 2.1%, GLA spleen mod 5.8%, GAA glycogen mod 10.8%, SMN2 splice up -8.3%, RGS12 GoLoco inh -0.8% and GAA inh -8.4%.
`CCOc1ccc(/C=N/NC(=O)COc2ccccc2-c2ccccc2)cc1` gave JMJD2E inh -4.7%, GAA spleen mod -9.1%, ALDH1A1 block 1.0%, GLA spleen mod -1.7%, GAA glycogen mod -3.1%, SMN2 splice up 5.2%, RGS12 GoLoco inh 9.2% and GAA inh -0.1%.
For Cc1cc2c(c(=O)o1)C(Cc1ccccc1)C(C#N)=C(N)O2 (stereo not given) the results were JMJD2E inh -8.9%, GAA spleen mod -5.5%, ALDH1A1 block -4.2%, GLA spleen mod -10.5%, GAA glycogen mod -0.9%, SMN2 splice up 3.0%, RGS12 GoLoco inh -6.2% and GAA inh -6.1%.
For COC(=O)c1c(-c2ccc(F)cc2)csc1NC(=O)c1ccco1 the results were JMJD2E inh inconclusive, GAA spleen mod -3.2%, ALDH1A1 block inconclusive, GLA spleen mod 1.5%, GAA glycogen mod -1.0%, SMN2 splice up -0.6%, RGS12 GoLoco inh 47.2%[activator] and GAA inh 5.6%.
Screening COc1ccc(C(N)=S)c(OC)c1 returned JMJD2E inh -0.7%, GAA spleen mod -2.7%, ALDH1A1 block 12.6µM*, GLA spleen mod -5.8%, GAA glycogen mod 2.7%, SMN2 splice up 2.6%, RGS12 GoLoco inh 18.4% and GAA inh 5.0%.
`CCn1c(Cn2nnc(-c3ccccc3)n2)nnc1SCc1ccc(Cl)c(Cl)c1` gave JMJD2E inh 4.9%, GAA spleen mod -3.3%, ALDH1A1 block -6.6%, GLA spleen mod -0.2%, GAA glycogen mod -8.5%, SMN2 splice up -17.5%, RGS12 GoLoco inh -4.7% and GAA inh -0.6%.
Screening COc1ccc(C2c3c(ccc4ccccc34)Oc3ncn4nc(-c5ccco5)nc4c32)cc1OC (stereo not given) returned JMJD2E inh 6.7%, GAA spleen mod 0.8%, ALDH1A1 block 9.4%, GLA spleen mod 6.2%, GAA glycogen mod -13.8%, SMN2 splice up 1.6%, RGS12 GoLoco inh 9.2% and GAA inh 1.9%.
Screening Cc1ccc(OCCSc2nnc(NC(=O)c3ccco3)s2)cc1 returned JMJD2E inh inconclusive, GAA spleen mod -1.6%, ALDH1A1 block -11.8%, GLA spleen mod -0.9%, GAA glycogen mod 0.0%, SMN2 splice up 3.6%, RGS12 GoLoco inh 5.4% and GAA inh 2.5%.
For Oc1cc2ccccc2cc1-c1n[nH]c(=S)o1 the results were JMJD2E inh inconclusive, GAA spleen mod 5.0%, ALDH1A1 block inconclusive, GLA spleen mod 4.5%, GAA glycogen mod -4.4%, SMN2 splice up 5.5%, RGS12 GoLoco inh 2.9% and GAA inh -2.4%.
Screening COc1ccccc1-c1cc(C(F)(F)F)nc(S(=O)(=O)CCCC(=O)N2CCCCC2C)n1 (stereo not given) returned JMJD2E inh inconclusive, GAA spleen mod 8.9%, ALDH1A1 block inconclusive, GLA spleen mod -2.5%, GAA glycogen mod -5.9%, SMN2 splice up inconclusive, RGS12 GoLoco inh -0.4% and GAA inh -2.1%.
`CCN(CC)CCN1c2ccccc2Sc2ccc3ccccc3c21` gave JMJD2E inh inconclusive, GAA spleen mod 0.0%, ALDH1A1 block -8.2%[13.5 µM], GLA spleen mod -3.2%, GAA glycogen mod 5.4%, SMN2 splice up -12.4%[9.22 µM], RGS12 GoLoco inh 2.9%[14.2 µM] and GAA inh -5.3%.
Screening CC(C)NC(=O)NNC(=O)c1nn(-c2ccc(F)cc2)ccc1=O returned JMJD2E inh 15.2%, GAA spleen mod -3.7%, ALDH1A1 block 5.5%, GLA spleen mod -3.3%, GAA glycogen mod -10.9%, RGS12 GoLoco inh 5.4% and GAA inh 0.5%.
CC(=O)/C(=N\Nc1ccccc1Cl)Sc1cccc2cccnc12 was read as JMJD2E inh 5.8%, GAA spleen mod -11.4%, ALDH1A1 block 4.6%, GLA spleen mod -1.6%, GAA glycogen mod -0.2%, SMN2 splice up -8.2%[1.84 µM], RGS12 GoLoco inh 4.5% and GAA inh 1.3%.
`O=C(O)C1CCC(=O)N(C2CCCCC2)C1c1ccccc1` (stereo not given) gave JMJD2E inh 1.0%, GAA spleen mod -1.1%, ALDH1A1 block 6.2%, GLA spleen mod 7.3%, GAA glycogen mod -0.5%, SMN2 splice up 0.4%, RGS12 GoLoco inh 1.7% and GAA inh 4.9%.
Screening CCOc1ccc(S(=O)(=O)N(C)c2ccc(OCC(=O)NC3=NCCS3)cc2)cc1 returned JMJD2E inh 13.8%, GAA spleen mod -10.2%, ALDH1A1 block -2.0%, GLA spleen mod 2.8%, GAA glycogen mod 22.0%, SMN2 splice up 15.6%, RGS12 GoLoco inh 2.6% and GAA inh 0.0%.
For CC(/C=C/c1ccc2c(c1)OCO2)=N\NC(=O)c1cccc([N+](=O)[O-])c1 the results were JMJD2E inh 7.9%, GAA spleen mod -6.8%, ALDH1A1 block -7.8%, GLA spleen mod -7.2%, GAA glycogen mod -3.2%, SMN2 splice up -23.1%, RGS12 GoLoco inh 5.2% and GAA inh inconclusive.
Screening O=C(NC1CCSC1=O)C1CCCCC1 (stereo not given) returned JMJD2E inh 6.9%, GAA spleen mod -3.6%, ALDH1A1 block 3.4%, GLA spleen mod -0.2%, GAA glycogen mod 18.2%, RGS12 GoLoco inh 6.2% and GAA inh 6.3%.
O=C(NC(=S)Nc1cc(-c2nc3ccccc3[nH]2)ccc1Cl)c1ccc2c(c1)OCO2 was read as JMJD2E inh inconclusive, GAA spleen mod 3.7%, ALDH1A1 block 8.91µM*, GLA spleen mod -0.5%, GAA glycogen mod 0.8%, SMN2 splice up 26.7%, RGS12 GoLoco inh 3.0% and GAA inh -7.3%.

Not all compounds are listed, so the mix of outcomes need not match the whole.
